Screening data: PubChem, several laboratories
Measles CPE: protection of cells from measles virus; Measles virus-infected cells, CPE protection, absorbance; protection (pct of control), % at 4 µM; 140,000 tested, 1.5% active; AID 841; in the data active means protection mostly above about 24%, no sharp cut-off; inactive means mostly below about 26%; further: some compounds called inactive have numbers as strong as hits
Yeast lifespan up: yeast lifespan extension | 130,000 tested, 0.68% active | AID 775 | inhibition of the nicotinamide effect, % at 10 µM | S. cerevisiae growth with nicotinamide, OD615; deaD strain in restrictive glucose medium;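 active means inhibition above a set limit, placed 3 SD over the median of all compounds, cut at about 26% in these data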;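 further: 0% = nicotinamide-treated wells and 100% = cells grown without nicotinamide; some compounds called inactive have numbers as strong as hits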
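Buffer or medium: CSMM-D glucose medium, restrictive; test system: modified budding yeast, DeaD strain; compound: single dose 10 µM compound, 0.25% DMSO; schedule: culture preincubation 4 h, compound exposure 48 h, both 30 °C; detection: optical density (absorbance) at 615 nm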
MRP-1 activ: activates MRP-1; H69AR cells + doxorubicin, viability rescue, CellTiter-Glo; viability increase, % at 10 µM; 140,000 tested, 0.61% active;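 active means viability gain under doxorubicin at or above a set limit, the compound median plus 3 SD, cut at about 4.7% in these data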;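 further: MRP-1 overexpressing cells given doxorubicin 25 µM after compound pretreatment; 18-22 h compound pretreatment then 72 h with doxorubicin before readout; 0% = doxorubicin-only wells and 100% = vehicle-treated cells without doxorubicin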
GALR2 antag: antagonists of human galanin receptor 2 (GALR2) | O43603 | GALR2-expressing cells, antagonist mode | inhibition, % at 4 µM | 140,000 tested, 0.39% active; in the data active means inhibition above about 27%;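 further: cells stimulated with galanin 1-16 at roughly its EC80; 0% = agonist challenge control and 100% = basal control without agonist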
Target sequence (O43603 whole entry, looked up): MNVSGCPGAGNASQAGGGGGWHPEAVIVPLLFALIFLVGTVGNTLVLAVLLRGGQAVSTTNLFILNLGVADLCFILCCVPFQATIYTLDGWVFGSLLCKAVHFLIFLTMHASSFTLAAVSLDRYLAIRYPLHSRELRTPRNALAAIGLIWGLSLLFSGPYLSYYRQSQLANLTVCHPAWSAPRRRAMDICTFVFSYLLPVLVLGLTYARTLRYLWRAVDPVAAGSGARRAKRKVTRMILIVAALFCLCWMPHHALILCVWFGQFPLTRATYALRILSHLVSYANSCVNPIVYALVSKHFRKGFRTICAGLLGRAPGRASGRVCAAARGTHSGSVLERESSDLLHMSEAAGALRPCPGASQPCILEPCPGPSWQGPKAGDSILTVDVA
HCT116 PTEN-null: suppresses growth of cells with PTEN deletion; HCT116 PTEN-null viability, CellTiter-Glo, 60 h; stronger effect = lower value; viability, % at 10 µM; 140,000 tested, 1.2% active; AID 827;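 active means viability at or below a set limit, 4 SD under the median of all tested compounds, cut at about 3.7% in these data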;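 further: PTEN knockout HCT116 line with beta catenin targeted HCT116 as companion control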
NPY-Y2 antag: NPY-Y2 (human) receptor antagonism; 140,000 tested, 0.99% active; inhibition, % at 2.7 µM; NPY-Y2 expressing cells, antagonist mode; P49146; in the data active means inhibition above about 17%;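 further: 0% = vehicle with agonist challenge and 100% = reference antagonist with challenge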
Target sequence (P49146 whole entry, looked up): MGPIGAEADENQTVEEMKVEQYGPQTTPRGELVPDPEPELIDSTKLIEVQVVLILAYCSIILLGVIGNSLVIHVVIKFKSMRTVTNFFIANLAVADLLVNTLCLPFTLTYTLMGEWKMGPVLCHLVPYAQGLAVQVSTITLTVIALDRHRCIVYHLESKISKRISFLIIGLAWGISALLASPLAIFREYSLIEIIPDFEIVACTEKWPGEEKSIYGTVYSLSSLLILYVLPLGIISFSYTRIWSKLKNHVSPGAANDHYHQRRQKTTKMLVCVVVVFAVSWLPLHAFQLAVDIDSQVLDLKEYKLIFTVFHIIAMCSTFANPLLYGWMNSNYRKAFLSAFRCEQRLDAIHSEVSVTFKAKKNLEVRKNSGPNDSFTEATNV
HCT116 bCat-KO: beta-catenin-lacking colon tumor cell growth suppression; viability, % at 10 µM; HCT116 beta-catenin knockout viability, CellTiter-Glo, 60 h; stronger effect = lower value; 140,000 tested, 1.5% active;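 active means viability at or under a set limit, the compound median less 4 SD, cut at about 6% in these data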;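 further: 0% = Hyamine 1622 control at 20 µM and 100% = untreated cell control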
Phagocytosis inh: inhibitors of macrophage phagocytosis. 110,000 tested, 0.07% active. J774A.1 macrophage IgG-bead phagocytosis, imaging. AID 1029. inhibition, % at 5 µM;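 active means inhibition above the mean of the plate negative controls plus 5 SD, cut at about 13% in these data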;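 further: phagocytic index as fraction of beads internalized from green versus red external bead signal; plate controls were DMSO negative control for no effect and cytochalasin-D positive control for full effect; some results beyond the cut were filed as inactive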
BB579 growth dn: yeast BB579 growth reduction in restrictive medium. S. cerevisiae BB579 growth, OD615, 48 h. inhibition, % at 10 µM. 140,000 tested, 0.51% active. AID 804;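 active means inhibition above a set limit, 3 SD over the mean compound inhibition, cut at about 44% in these data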; further: inactives centre near -24
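controls = amphotericin B 10 µg/mL, positive | assay system = DeaD yeast strain BB579 | schedule = 48 h compound exposure at 30 °C after 4 h preincubation | detection = OD615 turbidity measurement | medium = restrictive CSMM-D medium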
E-sel TNF inh: TNF alpha driven E-selectin expression inhibition | AID 1246 | HUVEC TNFa-induced E-selectin immunofluorescence, high content | 120,000 tested, 0.71% active | inhibition, % at 2 µM;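 active means inhibition above the batch mean plus 3 SD, and confirmed as a hit on visual image review, cut at about 43% in these data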;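 further: 0% = TNF-stimulated DMSO wells and 100% = unstimulated control wells; not every result past the cut was called active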
Starred values were filed as active, the others as inactive; x = not tested or not shown.

SMILES	Measles CPE	Yeast lifespan up	MRP-1 activ	GALR2 antag	HCT116 PTEN-null	NPY-Y2 antag	HCT116 bCat-KO	Phagocytosis inh	BB579 growth dn	E-sel TNF inh
Fc1ccccc1CNc1cc(Cl)cc(Cl)c1	15	-13	-1.1	1	57	5	59	x	-40	-24
CC(=O)/C(=N/Nc1ccccc1C)N1CCOCC1	4	-10	-1.7	11	97	2	97	-3	19	-40
CCc1ccc(OCCOCC(O)CN(CCO)CCO)cc1 (stereo unspecified)	5	2	-0.3	2	103	1	100	-1	-10	x
CCOC(=O)c1c(-c2ccncc2)csc1N	11	-6	-1.5	3	108	4	116	-3	-43	0
Cc1cccc(C2Nc3ccccc3C(=O)N2c2ccc(F)cc2)n1 (stereo unspecified)	7	x	-2.6	7	92	0	92	x	-32	-40
OC12CCCCC1C(c1ccc3c(c1)OCO3)N(Cc1ccc(F)cc1)CC2 (stereo unspecified)	24	-10	-1.2	-10	60	10	50	2	-62	1
CN1CC2(C)CN(C(c3ccccc3)c3ccccc3)CC(C)(C1)C2O (stereo unspecified)	6	-8	-0.9	5	100	6	103	0	-19	x
CC1CCCCC1NC(=O)c1cc2ccccc2o1 (stereo unspecified)	5	4	-1.8	6	84	7	74	-3	-17	13
Cc1ccc(C)c(N2CCN(c3nc4ccccc4c(=O)n3Cc3ccccc3)CC2)c1	18	-7	-4.2	-3	47	28*	48	0	15	x
O=[N+]([O-])c1cccc(Cl)c1NCCNc1ncc(C(F)(F)F)cc1Cl	9	-19	2.3	0	89	-2	100	0	-35	15
O=C(CCN1CCC(c2ccccc2)C1)c1ccccc1 (stereo unspecified)	31	8	-0.1	1	96	-1	87	x	-8	3
CNC(=O)CC12CC3CC(CC(C3)C1)C2	19	-6	0.1	-14	114	0	107	-1	-42	4
O=S1(=O)CCC(NC(=S)N2CCCCCC2)C1 (stereo unspecified)	15	-1	-2.3	-1	82	-1	88	2	-21	70*
CCOC(=O)c1c(N)c(C#N)c2n1CCCCC2	25	-6	-2.1	-5	99	1	99	1	-32	-21
COc1ccc(C(=O)/C(=C/c2cccs2)c2nc3ccccc3o2)cc1	22	3	-4.4	-6	68	9	56	0	-35	12
CCOc1ccc2nc(NC(=O)C(CC)Sc3nc(C)cc(=O)[nH]3)sc2c1 (stereo unspecified)	5	-11	0.2	-2	80	4	83	1	-21	-3
CC(C)Cn1c(SCC(=O)N2CCN(S(=O)(=O)c3ccccc3)CC2)nc2ccccc21	18	-9	-2.9	4	58	1	51	0	2	-5
CCOC(=O)CN1CC23C=CC(O2)C(C(=O)NC2CCCCC2)C3C1=O (stereo unspecified)	3	0	0.4	11	97	3	96	-1	-53	-1
COC(=O)c1cc2ccsc2n1CC(=O)N(C)c1ccccc1	11	0	-0.9	6	101	5	90	x	-41	1
CCCCC(=O)OCCNC(=O)c1cc2ccccc2oc1=O	8	-25	-2.6	-11	95	1	99	-1	11	1
COc1ccccc1NC(=O)CCN1CC(C)OC(C)C1 (stereo unspecified)	2	x	-2.2	-3	106	0	98	x	-19	-5
O=C(CCC1CCCCC1)Nc1ncn[nH]1	10	-6	1.1	-8	108	2	102	-1	-26	10
CCOc1cc(NC(=S)NCCCOC)c(OCC)cc1NC(=O)c1cccs1	11	7	-3.7	-1	92	3	87	-2	-51	1
CCN1CCCC1CNC(=O)c1cc2c(-c3cccc(OC)c3)nn(C)c2s1 (stereo unspecified)	9	-27	-5.9	23	4	15	2.6*	-2	-43	-3
CC1(C)Cc2ccccc2-c2nnnn21	6	-10	-1.2	2	99	8	94	2	-21	x
Following part
SMILES	Measles CPE	Yeast lifespan up	MRP-1 activ	GALR2 antag	HCT116 PTEN-null	NPY-Y2 antag	HCT116 bCat-KO	Phagocytosis inh	BB579 growth dn	E-sel TNF inh
CCOC(=O)c1c(-c2ccccc2)nc2ccccn12	9	-15	-2.5	-15	91	-2	96	x	29	2
Fc1ccccc1NC(=S)NN(Cc1ccccc1)c1ccccc1	4	5	-1.5	8	82	3	81	-1	-52	16
Cc1oc2ccccc2c1-c1cn2c(n1)SCC2	0	-21	-2.3	-5	91	1	81	0	-4	-14
O=C(Cn1nnc(-c2ccccc2Cl)n1)N/N=C/c1ccc2c(c1)OCO2	16	9	0.3	-5	119	5	97	x	-20	10
COc1ccccc1C(OC(=O)c1cccs1)C(=O)NCc1ccco1 (stereo unspecified)	13	-6	-3.4	15	82	1	81	x	6	10
CCn1c(C(=O)N2CCC(C(=O)N3CCN(c4ccccn4)CC3)CC2)cc2sccc21	8	10	-1.9	8	73	5	70	0	-25	x
O=C(COC(=O)c1cc[n+]([O-])cc1)Nc1ccc(F)c([N+](=O)[O-])c1	3	2	-0.5	12	92	1	89	0	-35	-14
O=C(Nc1ccccc1N1CCOCC1)c1cc(-c2ccco2)nc2ccccc12	7	5	-4.0	9	52	9	63	x	-7	16
CC1(C(=O)N2CC3(CC(c4ccccc4)=NO3)C[C@H]2C(=O)NCC(N)=O)CC1 (stereo partly specified)	14	6	-0.9	7	93	8	90	-3	-19	-18
O=C(NCc1ccco1)c1nc2ccccc2s1	10	-10	-1.5	-10	109	-1	93	-2	-19	-1
CNC(=O)N(c1ccccc1)c1ccccc1	3	-4	-1.9	12	93	-2	90	1	-31	-37
CCn1nnc(NC(=O)c2cccc(-c3cc4ccccc4oc3=O)c2)n1	4	-25	-3.7	7	94	0	69	-1	-24	-11
CC1(C)CC(=O)C(C=NCCc2ccc(O)cc2)=C(O)C1	7	7	-1.0	0	102	-1	89	1	-48	x
N#CC1=C(SCc2ccccc2)NC(=O)CC1c1cccc(O)c1 (stereo unspecified)	15	-10	-1.2	9	x	0	75	0	-46	x
CC(=S)/C=C1\Sc2ccccc2N1C	6	-9	-3.6	2	80	-1	71	0	10	-15
COc1cc(NC(=O)Cn2nnc(-c3ccncc3)n2)cc(OC)c1	9	-17	-1.3	3	101	-1	100	0	-13	-11
COc1ccc(NC(=S)NN2CCN(C)CC2)cc1OC	6	-2	-1.0	0	95	1	100	-4	5	6
Cc1nnc(NC(=O)c2cccc(S(=O)(=O)N3CCOCC3)c2)s1	16	-6	0.4	-7	99	2	92	-1	35	-22
Cn1cccc1/C=C1\SC(=O)N(c2ccccc2)C1=O	7	-2	0.2	13	92	3	97	-14	-35	x
N#Cc1cccc(-c2cn(S(=O)(=O)c3ccc(Cl)cc3)nc2N)c1	4	-9	-0.9	-3	92	-2	84	-2	-36	19
C=C(C)c1cccc(C(C)(C)NC(=O)N2CC(C)OC(C)C2)c1 (stereo unspecified)	18	-7	-1.9	-6	93	1	94	-3	-24	3
O=C1Cc2ccccc2N1c1c(Cl)cccc1Cl	8	x	-2.6	-1	101	5	90	x	-7	-11
O=C(Nc1ccc(N2CCN(C(=O)c3ccco3)CC2)c(Cl)c1)c1c(F)c(F)c(F)c(F)c1F	4	-13	-2.8	-21	10	-1	11	0	-38	-37
CC(=O)N1CCc2cc(Br)cc(S(=O)(=O)NCC3CCCO3)c21 (stereo unspecified)	5	-5	-1.3	10	97	2	103	-1	-31	-32
COc1ccc(NS(=O)(=O)c2ccc3oc(SC4CCOC4=O)nc3c2)cc1 (stereo unspecified)	13	-8	7.4*	-2	104	1	102	-1	-67	19
(further entries)
SMILES	Measles CPE	Yeast lifespan up	MRP-1 activ	GALR2 antag	HCT116 PTEN-null	NPY-Y2 antag	HCT116 bCat-KO	Phagocytosis inh	BB579 growth dn	E-sel TNF inh
CCOc1ccc(C(=O)Nc2nc(C)cc(C)n2)cc1[N+](=O)[O-]	15	3	-1.0	3	93	4	93	-6	-1	x
O=[N+]([O-])c1nn(-c2ccc3c(c2)OCCO3)n(O)c1=NCc1ccccc1Cl	6	-13	-3.2	9	89	2	100	-2	-42	-50
COc1c(C)cc(Br)cc1C(=O)Nc1ccc(N2CCN(S(C)(=O)=O)CC2)cc1	12	-4	-0.5	7	104	0	94	0	-75	11
COC(=O)Cn1c(C)c(C(C)=O)c(C(C)=O)c1C	1	-12	-0.4	3	101	4	98	3	-68	x
COc1ccc(-c2nnc3n2N=C(C)CS3)cc1	6	-16	-0.9	2	100	1	80	x	-5	30
CCN(CC)C(=O)COc1cc(C)c(Cl)c(C)c1	11	x	-1.1	0	106	-1	100	x	-46	19
CCCOc1ccc(C(=O)Nc2ccc(N3CCN(C(C)=O)CC3)cc2)cc1	3	1	6.0*	-20	85	3	68	x	-12	-14
OC1(c2cccc(C(F)(F)F)c2)CCN(c2ccc(-c3ccccc3)nn2)CC1	19	1	-2.3	2	89	-4	90	x	-30	-36
CCOC(=O)c1sc(=NC(=O)c2ccc(OC)c(OC)c2)n(C)c1C	6	-6	-4.3	2	67	0	85	0	-23	-17
Cc1cccc(Nc2ccccc2C(=O)OCC(=O)N2CCOCC2)c1C	27	-13	0.3	-14	80	0	88	x	-6	-2
COC(=O)c1ccc2c(c1)nc(C)n2CCO	12	-1	-0.9	0	112	3	112	0	-39	-21
C=CCOc1c(CNc2ccc(C(=O)O)cc2)cccc1OC	7	3	0.2	3	93	0	92	-11	-5	5
O=c1cc(CO)occ1OCc1cccc(C(F)(F)F)c1	17	-4	-0.6	9	100	0	97	x	-16	21
O=C1CCCC(=O)C1=Cc1c[nH]c2ccccc12	6	-18	-2.0	-3	106	1	98	-1	-43	-22
CC1(C)CN=C(N(Cc2ccccc2)C(=O)Nc2ccccc2)S1	6	9	-3.0	-3	105	1	95	2	-56	2
Cc1ccc(-n2c(SCC(=O)Nc3nccs3)nc3c(c2=O)SCC3)cc1	2	-11	-0.2	4	108	7	92	-2	-66	97*
COc1cc(C(=O)O)ccc1OCc1c(C)noc1C	4	-1	0.2	14	98	0	88	0	-40	-3
CCOC(=O)c1c(O)c2c([nH]c1=O)CCCC2	8	-11	-3.1	-9	94	2	111	-2	3	14
OCCNc1nc2ccccc2n1-c1ncnc2sc3c(c12)CCC3	3	-2	-4.1	6	43	8	45	-1	-11	-26
CCN(CC)c1ccc(C2C(C(=O)Nc3ccccn3)=C(C)NC3=C2C(=O)CC(C)(C)C3)cc1 (stereo unspecified)	12	-6	-0.3	5	87	-1	87	-1	-29	15
Cc1nn(-c2ccccc2)c2c1C(c1ccncc1)C(C#N)=C(N)O2 (stereo unspecified)	17	3	0.4	15	94	2	86	0	-13	-1

Full records as entered above. Values in the order: Measles CPE | Yeast lifespan up | MRP-1 activ | GALR2 antag | HCT116 PTEN-null | NPY-Y2 antag | HCT116 bCat-KO | Phagocytosis inh | BB579 growth dn | E-sel TNF inh
C=CCOc1c(CNc2ccc(C(=O)O)cc2)cccc1OC is listed with 7 | 3 | 0.2 | 3 | 93 | 0 | 92 | -11 | -5 | 5
O=[N+]([O-])c1nn(-c2ccc3c(c2)OCCO3)n(O)c1=NCc1ccccc1Cl is listed with 6 | -13 | -3.2 | 9 | 89 | 2 | 100 | -2 | -42 | -50
CCOC(=O)c1sc(=NC(=O)c2ccc(OC)c(OC)c2)n(C)c1C is listed with 6 | -6 | -4.3 | 2 | 67 | 0 | 85 | 0 | -23 | -17
